High-throughput results from PubChem.
NTR1 ag = agonists of NTR1, primary screen, imaging, U2OS cells, beta-arrestin-GFP, high content (AID 493036) | Neurotensin receptor type 1 (Homo sapiens), P30989 | NTR1-U2OS beta-arrestin-GFP spot imaging, agonist mode | activation, % at 20 µM | hit rate 0.17% among 330,000;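 active = activation at or above 40% of the spot to cytoplasm intensity ratio, with at least 20 cells analyzed; inconclusive = wells under 20 cells, flagged as cytotoxic or low count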;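 note: 0% = DMSO without peptide and 100% = 100 nM NTR1 peptide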
Target sequence (P30989 whole entry, looked up): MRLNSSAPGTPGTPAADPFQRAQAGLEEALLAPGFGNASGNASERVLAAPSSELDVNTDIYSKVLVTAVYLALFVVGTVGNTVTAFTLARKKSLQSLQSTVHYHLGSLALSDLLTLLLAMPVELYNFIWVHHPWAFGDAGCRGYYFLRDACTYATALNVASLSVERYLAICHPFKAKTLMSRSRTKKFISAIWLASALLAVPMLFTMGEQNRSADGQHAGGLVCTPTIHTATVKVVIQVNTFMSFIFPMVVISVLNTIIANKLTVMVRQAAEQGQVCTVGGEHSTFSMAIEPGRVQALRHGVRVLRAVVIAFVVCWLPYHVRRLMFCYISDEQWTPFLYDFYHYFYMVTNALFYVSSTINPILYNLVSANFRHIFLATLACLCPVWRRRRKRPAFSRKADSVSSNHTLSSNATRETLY
AID2073 = inhibitors of Mint1-CaV2.2 protein interaction, biochemical, HTRF (AID 2073). inhibition, % at 20 µM; hits with a dose series show IC50 in µM. HTRF protein-protein interaction, Mint1-CaV2.2; higher % means a stronger effect. hit rate 0.19% among 290,000; in the data active = inhibition mostly above about 51%, no sharp cut-off; inconclusive = no clear call, values can overlap the other calls; inactive = mostly below about 53%; note: some results filed as inactive read as strong as hits
RSV antiviral HEp-2 = RSV antiviral activity via CPE protection, HEp-2 cells, primary 10 µM value included (AID 2391); hit rate 0.13% among 310,000; CPE inhibition, % at 10 µM; hits with a dose series show IC50 in µM; HEp-2 cells, RSV-induced CPE inhibition; higher % means a stronger effect; in the data active = a potency from the dose series; inconclusive = CPE inhibition mostly from about 23% at the one dose, without a potency; inactive = the rest, 99 in 100 with CPE inhibition below about 21%; note: strong numbers were not always called active
GPR35 antagonists = GPR35 antagonists blocking zaprinast-driven arrestin recruitment, primary screen, imaging, U2OS, beta-arrestin-GFP, zaprinast agonist (AID 2058). U2OS GPR35 beta-arrestin-GFP translocation imaging, zaprinast antagonism; higher % means a stronger effect. one-dose inhibition, % at 10 µM; IC50 in µM for titrated hits. hit rate 0.052% among 290,000;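 active = inhibition of at least 50% with at least 30 cells and total cytoplasm GFP at most 10,000,000; inconclusive = under 30 cells or total GFP of 10,000,000 plus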
NS5 inhibitors = Dengue-2 NS5 methyltransferase inhibitors, primary screen, biochemical, confirmation dose response (AID 588689) | Genome polyprotein (Dengue virus type 2 (strain 16681-PDK53)) | Dengue-2 NS5 methyltransferase capping enzyme assay, biochemical; higher % means a stronger effect | inhibition, % at 25 µM; hits with a dose series show IC50 in µM | hit rate 0.3% among 340,000; in the data active = a potency from the dose series; inconclusive = inhibition above about 29% without an active follow-up result
LYP inhibition = inhibitors of LYP phosphatase, biochemical, fluorescence intensity, uHTS (AID 1779) | Tyrosine-protein phosphatase non-receptor type 22 (Homo sapiens) | recombinant LYP phosphatase, fluorescence intensity; higher % means a stronger effect | inhibition, % at 11.5 µM; hits with a dose series show IC50 in µM | hit rate 0.054% among 290,000; in the data active = inhibition above about 50%;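 note: plate controls were vehicle with enzyme for no effect and no enzyme for full effect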
WT yeast gro inh = growth inhibition of WT strain, primary screen, mitochondrial fusion inhibitor project, WT and mutant strains, chemical genetic | inhibition, % at 10 µM | hit rate 2.1% among 190,000 | mitochondrial fusion phenotypic screen | AID 1362, 2008; in the data active = inhibition above about 58%; tested in S. cerevisiae
UTI89 phage lysis = inhibition of K1F phage lysis, E. coli UTI89, bacterial capsule biogenesis inhibitors, alamar blue (AID 488966); hit rate 0.02% among 340,000; E. coli UTI89 K1F phage lysis, alamar blue, 2 h; higher % means a stronger effect; inhibition, % at 100 µM, or IC50 in µM where a hit was titrated;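 active = phage lysis inhibition, versus mean bacterial control, above a set limit; inconclusive = no clear call, values can overlap the other calls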;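 note: capsule biogenesis inhibitors block K1F phage lysis so surviving cells raise fluorescence; higher fluorescence means more inhibition of phage lysis; actives were called in the ten point dose series up to 300 µM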
Autophagy HCS = autophagy modulators in MEF cells, primary screen, imaging, high-content, MEF GFP-LC3 | AID 463193, 2010 | calls only at 10 µM (by protocol) | MEF GFP-LC3 puncta imaging; test concentration mostly 10 µM | hit rate 0.98% among 190,000;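 active = percentage of spot-positive cells more than 3 SD above its plate mean, without a fluorescence outlier flag or 80% toxicity; inconclusive = no clear call, values can overlap the other calls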;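 note: spot-positive cell cutoff set from DMSO-treated cells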
WT yeast gro inh mutant strain = further read-out of WT yeast gro inh, marked with its call; inhibition, %; mitochondrial fusion phenotypic screen, mutant strain inhibition
Autophagy HCS cell loss 18 h = also measured in Autophagy HCS; calls as there; toxicity, %; measured here: cell loss, nuclei count;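 cell loss after 18 h compound exposure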
NTR1 ag cell count 20 µM = further read-out of NTR1 ag, marked with its call; cell count; measured here: cell count, cytotoxicity flag
NS5 inhibitors pilot replicate = recorded beside NS5 inhibitors, whose call it bears; inhibition, %; measured here: pilot screen replicate inhibition
* hit, by the source's call; i = inactive; ? = inconclusive; nt = not tested or not shown; + = active, no number; [ ] = another dose, or the depositor's remark.

SMILES	NTR1 ag	NTR1 ag cell count 20 µM	AID2073	RSV antiviral HEp-2	GPR35 antagonists	NS5 inhibitors	LYP inhibition	WT yeast gro inh	WT yeast gro inh mutant strain	UTI89 phage lysis	Autophagy HCS	Autophagy HCS cell loss 18 h	others
CCOC(=O)Cc1c(C)nc2cc(-c3ccc(C(C)(C)C)cc3)[nH]n2c1=O	1.9	65	-1%	0.1%	-6%	-6%	-4%	3	15	4.6%	i	0
Cc1sc(N(C(=O)CCc2ccccc2)c2ccc(C(=O)O)cc2)nc1-c1ccccc1	0.0	31	23%	11%	-12%	-12%	20%	-1	-1	0.2%	i	-1
COc1ccc(NC(=O)C(Sc2nnc3ccccn23)c2ccccc2)cc1Cl (centres undefined)	-0.4	32	-6%	2.1%	13%	3%	-4%	18	21	0.8%	i	-7
Cc1ccc(C(=O)NCCc2ccc(S(=O)(=O)N3CCCC3)cc2)cc1	0.2	41	-4%	1.0%	11%	-4%	-8%	-1	-1	-1.6%	i	-11
CC(C)(C)NC(=O)/C(=C/c1ccccc1F)NC(=O)c1ccc([N+](=O)[O-])cc1	0.4	47	12%	0.9%	-5%	0%	-2%	-12	-1	-0.7%	i	17
Cc1ccc(OCCCC(=O)NCc2ccco2)c(C)c1	-0.3	72	21%	-0.9%	-12%	nt	-9%	-3	-10	nt	i	8
Cc1noc(NS(=O)(=O)c2ccc(NC(=O)NC(C)(C(F)(F)F)C(F)(F)F)cc2)c1C	-0.7	85	29%	0.7%	7%	0%	-5%	nt	nt	-0.4%[50 µM]	nt	nt
CC(C)CNS(=O)(=O)c1cc(C(=O)O)c(Cl)cc1Cl	0.4	59	-10%	0.9%	8%	-2%	-6%	nt	nt	0.3%	nt	nt
O=C(NC1CC1)c1sc2cc(Cl)ccc2c1Cl	2.0	65	nt	11%	nt	-5%	nt	nt	nt	0.3%[50 µM]	nt	nt
CCCCC(=O)N(c1ccc(OC)cc1)C1C=CS(=O)(=O)C1 (centres undefined)	1.3	64	-7%	-0.6%	9%	-1%	-8%	9	6	0.4%	i	3
CCc1cc(-c2[nH]ncc2-c2ccc(OC)cc2)c(O)cc1O	18	82	9%	19%	2%	6%	2%	nt	nt	0.4%	nt	nt
O=C1CC(Sc2ccc(Cl)cc2)C(=O)N1Cc1ccncc1 (centres undefined)	-0.6	49	3%	0.5%	-18%	5%	-5%	nt	nt	-0.6%	nt	nt

4 entries picked at random from those above:
SMILES	NTR1 ag	NTR1 ag cell count 20 µM	AID2073	RSV antiviral HEp-2	GPR35 antagonists	NS5 inhibitors	LYP inhibition	WT yeast gro inh	WT yeast gro inh mutant strain	UTI89 phage lysis	Autophagy HCS	Autophagy HCS cell loss 18 h	others
O=C(NC1CC1)c1sc2cc(Cl)ccc2c1Cl	2.0	65	nt	11%	nt	-5%	nt	nt	nt	0.3%[50 µM]	nt	nt
Cc1sc(N(C(=O)CCc2ccccc2)c2ccc(C(=O)O)cc2)nc1-c1ccccc1	0.0	31	23%	11%	-12%	-12%	20%	-1	-1	0.2%	i	-1
O=C1CC(Sc2ccc(Cl)cc2)C(=O)N1Cc1ccncc1 (centres undefined)	-0.6	49	3%	0.5%	-18%	5%	-5%	nt	nt	-0.6%	nt	nt
CC(C)(C)NC(=O)/C(=C/c1ccccc1F)NC(=O)c1ccc([N+](=O)[O-])cc1	0.4	47	12%	0.9%	-5%	0%	-2%	-12	-1	-0.7%	i	17

Next results follow:
SMILES	NTR1 ag	NTR1 ag cell count 20 µM	AID2073	RSV antiviral HEp-2	GPR35 antagonists	NS5 inhibitors	LYP inhibition	WT yeast gro inh	WT yeast gro inh mutant strain	UTI89 phage lysis	Autophagy HCS	Autophagy HCS cell loss 18 h	others
CN(C)CC(O)COc1ccc(-c2ccc(C#N)cc2)cc1 (centres undefined)	-1.1	65	3%	-0.3%	-19%	nt	-6%	14	2	nt	i	2
O=C(Nc1ccccc1)C(=O)Nc1ccccn1	-1.5	51	22%	0.7%	14%	-2%	-13%	3	10	0.5%	i	-8
COc1cc(C(=O)OCC(=O)Nc2cc(C)on2)ccc1OCc1ccccc1Cl	-0.7	61	10%	2.2%	-1%	-2%	-6%	5	-1	3.5%	i	-10
Cc1ccccc1NS(=O)(=O)c1cc(C(=O)NCc2ccncc2)ccc1Cl	-0.4	66	0%	2.8%	30%	-6%	-11%	nt	nt	-0.2%	nt	nt
CN(Cc1nc2ccccc2c(=O)[nH]1)C(=O)c1ccccc1OCc1ccc(Cl)cc1	4.2	88	nt	0.7%	nt	-2%	nt	nt	nt	0.1%[50 µM]	nt	nt
Cc1c(Cl)cccc1NC(=S)NNc1ncc(C(F)(F)F)cc1Cl	9.0	81	6%	3.9%	-8%	-5%	-5%	27	19	4.3%	i	5
O=C(O)C1CC(=O)N(c2ccc(Br)cc2)C1 (centres undefined)	-1.3	96	4%	1.1%	-5%	-4%	-6%	3	3	-0.3%	i	4
COc1cccc(-c2ccc(NC(=O)C3CCCN(Cc4ccc(CO)o4)C3)cc2)c1 (centres undefined)	-1.2	75	8%	5.6%	-3%	-4%	-1%	nt	nt	-0.1%	nt	nt
CCCCOC(=O)CCc1c(C)n[nH]c1C	-1.0	66	6%	1.4%	3%	nt	-2%	nt	nt	nt	nt	nt
COC(=O)c1sc(C(C)(C)C)cc1CSc1ccccc1	3.1	45	2%	2.7%	9%	-2%	-5%	nt	nt	0.4%	nt	nt
CN(C)S(=O)(=O)c1cccc(COC(=O)c2cccnc2Cl)c1	0.8	46	-11%	3.8%	-8%	-6%	-2%	nt	nt	0.0%	nt	nt
O=C(c1cc(COc2ccc(F)cc2Cl)on1)N1CCCC(OCc2cccnc2)C1 (centres undefined)	1.4	58	10%	14%	-15%	-4%	-3%	20	11	1.0%	i	18
CN1N=C(c2ccc(Cl)cc2)CC(c2ccc(Cl)cc2)C1=O (centres undefined)	1.1	92	-4%	?	4%	-1%	-2%	65*	51*	0.1%	i	3
COc1ccc(S(N)(=O)=O)cc1C(=O)NCCCN1CCN(c2ccc(C)cc2)CC1	-1.7	43	0%	0.5%	-4%	-1%	0%	-49	4	1.4%	i	-4
COc1ccc(C(=O)OCC(=O)NC(C)CCc2ccccc2)c(OC)c1 (centres undefined)	-0.5	75	12%	1.8%	7%	-8%	-8%	nt	nt	-0.1%	nt	nt
CC1CN(S(=O)(=O)c2ccccc2)C(C)CN1S(=O)(=O)c1ccccc1 (centres undefined)	nt	nt	2%	nt	5%	-12%	6%	-12	-6	0.5%	i	0
CCOC(=O)C1=C(C)N(CCCC(=O)O)C(=O)NC1c1ccc(Cl)cc1Cl (centres undefined)	-5.5	61	8%	1.5%	-3%	2%	-7%	nt	nt	2.2%	nt	nt
CSCC[C@H](NC(=O)c1ccc2c(c1)OCO2)c1nnc2ccccn12	-1.2	71	-5%	0.3%	-2%	-7%	-6%	nt	nt	0.2%	nt	nt
COc1ccccc1Nc1nc(N)nc(CSc2nccc(C)n2)n1	0.5	71	25%	1.0%	13%	-11%	-9%	-5	-10	0.1%	i	0
COc1ccc(Nc2cc(C)nc(-n3nc(C)cc3C)n2)cc1	3.2	70	1%	-0.3%	4%	0%	-5%	77*	69*	8.9%	i	48
O=C(NC1CCCC1)C1CCN(C(=O)c2ccc(Cl)cc2Cl)CC1	2.9	66	-5%	0.9%	14%	-1%	-12%	nt	nt	0.2%	nt	nt
CCOC(=O)N1CCN(C(=O)CN(c2ccccc2OC)S(=O)(=O)c2ccc(C)cc2)CC1	-0.8	45	4%	-0.5%	2%	0%	-1%	5	15	0.1%	i	4
COc1ccc(C)cc1N(C(=O)c1cccc(F)c1)c1nc2ccccc2s1	-0.4	66	3%	9.6%	12%	-1%	-2%	53	13	1.2%	i	9
COC(C/C=C/C(=O)[C@H](C)OCc1ccccc1)OC	3.9	69	nt	2.8%	nt	-17%	nt	nt	nt	2.9%	nt	nt
O=C(C1CCCN(S(=O)(=O)c2ccc(F)cc2)C1)N1CCCC1 (centres undefined)	-0.4	32	2%	1.0%	25%	0%	-5%	-21	-17	1.1%	i	-1
CCCOc1ccc(/C=N\NC(=O)CCc2n[nH]c(=O)[nH]c2=O)cc1OC	-1.9	101	-4%	0.3%	8%	0%	1%	14	6	0.1%	i	1
Cc1nc(NC(=O)c2ccccc2)sc1-c1csc(NCCc2ccccc2)n1	9.4	64	52%	12%	-6%	-38%	-2%	21	-8	1.3%	i	1	NS5 inhibitors pilot replicate=-5.8
Nc1cccnc1-n1nc(C(F)(F)F)cc1C(F)(F)F	-0.9	59	14%	2.5%	9%	-8%	-11%	-16	17	0.1%	i	33
C/C(=N\Nc1nccnc1Cl)c1ccc(Cl)c(Cl)c1	4.3	52	9%	1.2%	2%	-5%	-10%	nt	nt	0.0%	nt	nt
CCc1ccccc1Nc1nc2ccccc2n1CC	1.2	23	-4%	0.1%	-4%	5%	6%	0	13	-1.6%	i	-3
O=C(Nc1ccc2c(c1)OCCO2)C1CCCC1	-2.5	52	nt	2.2%	nt	-1%	nt	nt	nt	0.2%[50 µM]	nt	nt
O=c1cc(CN2CCN(c3ccccc3)CC2)c2cc(O)c(-c3ccccc3)cc2o1	5.5	57	-4%	2.3%	-5%	-4%	-6%	7	15	1.8%	i	6
N#Cc1ccc(C(=O)Nc2nc(SCc3ccc(Cl)cc3)n[nH]2)cc1	-1.3	52	10%	3.2%	-10%	-6%	-6%	-4	-3	0.5%	i	9
COc1ccc(C2Nc3ccccc3C(=O)N2c2ccc(C)cc2)cc1Cn1nnc2ccccc21 (centres undefined)	3.9	39	17%	10%	3%	-3%	4%	9	-6	1.0%	i	10
O=C(CNC(=O)c1[nH]cnc1C(=O)N[C@@H](Cc1ccccc1)C(=O)OCc1ccccc1)OCc1ccccc1	10	97	13%	4.5%	6%	0%	-3%	nt	nt	0.2%	nt	nt
Cn1c(SCC(N)=O)nnc1-c1ccc(C(C)(C)C)cc1	0.2	26	-6%	4.0%	10%	5%	-12%	2	15	-0.2%	i	25
CC1CCN(S(=O)(=O)N2CCC(C(=O)O)CC2)CC1	-1.7	39	-4%	1.5%	-3%	-1%	-8%	-7	7	-1.6%	i	1
O=C(N/N=C\c1ccc(-c2ccc([N+](=O)[O-])cc2)o1)c1ccc2c(c1)OCO2	-1.8	72	6%	1.1%	-4%	8%	10%	15	1	0.1%	+	-3.4*
CCOC(=O)N1CCC(N2C(=O)c3ccccc3C2Nc2ccc3c(C)cc(=O)oc3c2)CC1 (centres undefined)	-1.5	59	28%	3.0%	-12%	-4%	-55%	-11	-7	-2.2%	nt	nt
